Source: PubChem
TLR9-MyD88 inh: TLR9-MyD88 interaction inhibition; inhibition, % at 4.98 µM; Q9NR96+Q99836; CHO BLA complementation TLR9-MyD88, CCF4 FRET ratio; hit rate 0.21% among 340,000;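 active means inhibition above the mean over all tested compounds plus 3 SD, cut at about 21% in these data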;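 further: 0% = DMSO only wells and 100% = clavulanate BLA inhibitor control wells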
MC4R barr agon: agonists of human melanocortin 4 receptor (MC4R) beta-arrestin | P32245 | U2OS MC4R beta-arrestin complementation, luminescence; percent of melanotan II response, DMSO zero | activation, % at 8.9 µM | hit rate 0.98% among 360,000 | AID 540308;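 active means activation above a per-plate cutoff, the mean activation of sample wells on that plate plus 3 SD, cut at about 8% in these data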
Target sequence (P32245 whole entry, looked up): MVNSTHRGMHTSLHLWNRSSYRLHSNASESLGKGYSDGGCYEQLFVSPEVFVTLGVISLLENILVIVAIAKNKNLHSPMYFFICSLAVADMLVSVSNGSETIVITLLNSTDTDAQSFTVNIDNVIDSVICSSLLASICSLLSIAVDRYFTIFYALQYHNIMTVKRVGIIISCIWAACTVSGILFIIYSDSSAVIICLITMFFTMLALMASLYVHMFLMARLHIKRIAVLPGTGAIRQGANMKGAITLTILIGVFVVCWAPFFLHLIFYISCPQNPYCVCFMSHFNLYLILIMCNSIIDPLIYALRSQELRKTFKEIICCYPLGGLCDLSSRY
ABHD5-PLIN5 inh: ABHD5-PLIN5 protein interaction inhibition; hit rate 0.78% among 360,000; inhibition, % at 4 µM; AID 602281; Split G. princeps luciferase complementation, luminescence, 4 h;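 active means inhibition above the mean inhibition across every tested compound plus 3 SD, cut at about 22% in these data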;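 further: 0% = DMSO only wells and the 100% control is not disclosed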
MC4R antag cAMP: human MC4R antagonism in cAMP assay; hit rate 0.48% among 360,000; P32245; inhibition, % at 6.5 µM; MC4R-expressing cells, MTII-stimulated cAMP, LANCE TR-FRET;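 active means inhibition above its plate's cutoff, the mean of tested wells on that plate plus 3 SD, cut at about 29% in these data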;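 further: 0% = Melanotan II alone and 100% = Melanotan II plus saturating MCL0020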
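System: U2OS cells stably expressing human melanocortin 4 receptor (MC4R). Reagent: Melanotan II challenge after compound preincubation. Doses: 6.5 µM. Times: 30-min compound, 1-h challenge, 1-h detection, room temperature. Measured by: TR-FRET with Eu-cAMP and labeled anti-cAMP, 671 nm. Replicates: singlicate.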
NOD2-RIPK2 inh: inhibitors of human NOD2-RIPK2 interaction. O43353. CHO BLA complementation NOD2-RIPK2, CCF4 ratio. inhibition, % at 4.98 µM. hit rate 0.38% among 360,000; in the data active means inhibition above about 21%;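 further: 0% = vehicle only and 100% = reference blocker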
Target sequence (O43353 whole entry, looked up): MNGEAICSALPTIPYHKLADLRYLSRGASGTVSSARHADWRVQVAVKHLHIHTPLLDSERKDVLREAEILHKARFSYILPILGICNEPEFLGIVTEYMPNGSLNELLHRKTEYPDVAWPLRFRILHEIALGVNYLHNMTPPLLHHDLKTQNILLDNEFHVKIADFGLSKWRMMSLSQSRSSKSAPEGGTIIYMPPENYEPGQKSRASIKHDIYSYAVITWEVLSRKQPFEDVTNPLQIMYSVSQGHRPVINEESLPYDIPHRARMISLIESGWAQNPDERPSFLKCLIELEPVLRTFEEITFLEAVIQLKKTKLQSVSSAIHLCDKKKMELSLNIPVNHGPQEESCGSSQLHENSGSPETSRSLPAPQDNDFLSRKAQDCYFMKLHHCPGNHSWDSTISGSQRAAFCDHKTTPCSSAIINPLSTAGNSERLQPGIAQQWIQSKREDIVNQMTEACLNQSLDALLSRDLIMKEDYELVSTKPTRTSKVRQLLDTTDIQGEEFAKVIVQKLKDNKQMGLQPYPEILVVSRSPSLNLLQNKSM
NCOA2 inhibitor: human SRC2 (NCOA2) inhibition; HEK293 GAL4-SRC2 luciferase reporter, luminescence; inhibition, % at 9 µM; Q15596; hit rate 0.17% among 370,000;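 active means inhibition above the mean inhibition of all tested compounds plus 3 SD, set per campaign, cut at about 52% in these data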;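 further: 0% = DMSO treated cells and 100% = cells given Gossypol at 36 µM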
ABCB6 inh 2: blocks the human ABCB6 transporter; AID 602162; hit rate 0.19% among 360,000; K562-ABCB6 porphyrin accumulation, flow cytometry, 1 h; hits give low values; fluorescence ratio to DMSO, % at 10 µM; Q9NP58;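 active means fluorescence ratio to DMSO below 75%, the collection mean minus 3 SD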;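 further: signal is porphyrin accumulated inside mitochondria; 100% equals median channel fluorescence of DMSO control wells; lower ratio means ABCB6 inhibition with less porphyrin fluorescence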
H9c2 protect: myocardial damage modulation in H9c2 cells; H9c2 cardiomyocytes, H2O2 injury protection, ATPLite, 2 h; protection from H2O2 cell death, % at 20 µM; hit rate 0.63% among 360,000; AID 588492;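 active means compounds giving at least 50% protection of heart cells from peroxide-induced death in the single-dose screen, raw or plate-pattern-corrected value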;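 further: 0% = DMSO wells with peroxide and 100% = DMSO wells without peroxide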
N-glyco inh: N-linked glycosylation inhibition; reporter increase, % at 12.5 µM; hit rate 0.23% among 360,000; D54 ERlucT glycosylation luciferase reporter, 24 h; percent of 100 nM tunicamycin response;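 active means mean luciferase reporter signal, scaled so untreated is 0 and the glycosylation-blocking control 100, at or above a set limit in every replicate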;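 further: luciferase carries N-glycosylation sites so blocking glycosylation raises the light; 0% = median of neutral control wells and 100% = median of 100 nM tunicamycin wells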
m5-HT2A agonist: agonists of mouse serotonin 5-HT2A receptor (HTR2A). P35363. CHO-K1 mHTR2A beta-arrestin complementation, luminescence; percent of 30 µM serotonin response. activation, % at 7.6 µM. hit rate 0.66% among 360,000. AID 624169;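 active means activation above a run cutoff, the mean activation of all tested compounds plus 3 SD, cut at about 14% in these data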;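 further: 0% = plate median of compound wells and 100% = 30 µM serotonin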
Numbers without * were called inactive; . = no result given.

SMILES	TLR9-MyD88 inh	MC4R barr agon	ABHD5-PLIN5 inh	MC4R antag cAMP	NOD2-RIPK2 inh	NCOA2 inhibitor	ABCB6 inh 2	H9c2 protect	N-glyco inh	m5-HT2A agonist
COc1ccc(-c2cc(C)no2)cc1S(=O)(=O)N1CCCN(Cc2ccc(F)cc2)C1	0	-2.8	5	2	-2	5	100	17	-2	-1
CCOC(=O)c1sc2nc(C)n(CC(=O)NCC3CCCO3)c(=O)c2c1C (configuration not stated)	-3	-0.7	6	5	-52	-1	94	7	1	1
CCOc1cc(/C=N\NC(=O)Cn2nnc3ccccc32)ccc1O	3	-2.4	-1	-1	-5	10	99	1	0	-4
CCOC(=O)CSc1cn2c(n1)CCC2	5	-0.5	-2	9	-5	4	100	6	-1	1
COc1ccc2c(c1)CCc1c-2n[nH]c1C(=O)O	-5	-0.9	6	0	-8	-14	95	-8	1	5
CCc1ccccc1NC(=O)NC1CCCCCCC1	5	-2.1	-2	0	-6	8	90	-2	-2	-5
COc1cccc(CN(C)C(=O)CN2C(=O)NC3(CCCc4ccccc43)C2=O)c1 (configuration not stated)	-1	1.0	-9	-1	-11	-27	100	2	0	-3
CCC(=O)N1CCc2cc(Br)cc(S(=O)(=O)N3CCCCC3CC)c21 (configuration not stated)	-9	-0.4	-7	-1	2	-62	124	-6	-3	1
[O-]/[N+](=C\c1ccc(OC(F)F)cc1)c1ccccc1	-2	-0.7	4	16	-3	-7	96	2	1	-2
CCN1C(=O)[C@H]2[C@@H](c3ccc(-c4ccc(Cl)c(Cl)c4)c(OC)c3)N3CCCC[C@@]3(C(=O)OC)[C@H]2C1=O	0	-1.0	1	4	-4	18	99	-11	-2	-1
O=C(O)CN1C(=O)/C(=C2\C(=O)N(Cc3ccccc3Cl)c3ccccc32)SC1=S	9	0.4	-9	1	-14	8	93	2	0	-2
Cc1cc(C(=O)NNC(=O)c2ccc(Cl)c(S(N)(=O)=O)c2)c(C)o1	2	-0.7	2	0	-1	-10	96	2	1	-2
CCOC(=O)c1sc(-c2ccc(C(F)(F)F)cc2)nc1O	28*	-0.3	0	-4	25*	-4	103	0	1	1
CC(C)CCNC(=O)NC(=O)CN1C(=O)NC2(CCCCC2)C1=O	-1	0.0	0	4	-2	-6	89	-3	4	-1
O=C(CN1CCCC1)N1CCCc2ccccc21	-5	-1.5	-4	6	-3	-8	95	2	1	-2
CC(C)[C@H](NC(=O)c1ccco1)C(=O)OCC(=O)Nc1ccccc1OC(F)F	-4	-2.4	0	13	-7	-7	98	-4	2	6
Cc1ccc(S(=O)(=O)N2[C@@H](c3ccc(F)cc3)C(C(=O)O)=CC[C@H]2c2cccc(C)c2)cc1	3	0.3	4	10	-1	5	94	4	2	7
Cn1cnnc1SCC(=O)Nc1ccccc1C(=O)NC1CCCC1	-3	-0.8	-4	13	0	-1	101	3	2	0
CC1CCN(CCCNC(=O)CN2C(=O)CSc3ccc(S(=O)(=O)N4CCOCC4)cc32)CC1	-2	-1.7	-2	3	-4	-28	96	-5	-2	4
O=[N+]([O-])c1ccccc1N=Nc1ccc(O)cc1O	.	-3.2	-1	-4	4	-18	94	9	0	2
Cc1c(NC2(c3nnnn3-c3ccc(Br)cc3)CCCCC2)c(=O)n(-c2ccccc2)n1C	-4	2.8	7	0	-2	12	101	2	-2	-1
Cc1ccccc1NS(=O)(=O)c1cc(C(=O)N2CCCC2)ccc1C	-11	1.8	-1	-7	3	-6	103	1	-2	2
Cc1ccc(NC(=O)CN2C(=S)NC(C)(C)CC2C)cc1Cl (configuration not stated)	-5	-3.0	-4	6	-4	17	96	-2	-2	-3
COCCN(C(=O)CCCC(=O)Nc1ccccn1)C(C(=O)NC1CCCC1)c1ccc(C)cc1 (configuration not stated)	-2	-2.2	-3	12	2	-21	105	2	-1	0
COc1ccccc1NC(=O)c1ccc(C(=O)Nc2ccccc2OC)nc1	-5	0.5	-1	14	-3	3	101	6	0	0
SMILES	TLR9-MyD88 inh	MC4R barr agon	ABHD5-PLIN5 inh	MC4R antag cAMP	NOD2-RIPK2 inh	NCOA2 inhibitor	ABCB6 inh 2	H9c2 protect	N-glyco inh	m5-HT2A agonist
O=C(C(=O)N1CCCc2ccccc21)N1CCCc2ccccc21	8	-1.8	-1	6	3	-14	101	2	0	-1
CCC(C)(NC=O)C(=O)Nc1c(C)cccc1C (configuration not stated)	-1	1.1	7	-6	5	24	103	10	-1	2
CC[N+](CC)(CC)CC(=O)Nc1c(C)cccc1C	4	-0.8	0	13	7	4	99	10	0	0
CN(C(=O)COC(=O)c1cccc(F)c1)c1ccccc1	2	-1.9	0	10	-6	-10	98	4	-1	-6
COc1ccc(CCn2nnc(-c3ccc(NC(C)=O)c(Cl)c3)n2)cc1	-4	-1.8	2	-5	-3	-19	85	-2	-2	5
CC(=O)c1c(N2CCN(C(=O)c3ccco3)CC2)nc(=S)n(-c2ccccc2)c1C	1	0.4	0	-7	-12	-41	99	1	0	4
CC(C)c1cc(C(=O)N2CCCC(N3CCN(c4ccc(F)cc4)CC3)C2)no1 (configuration not stated)	7	-0.1	-3	9	6	9	96	0	-1	-3
CSCCC(NS(=O)(=O)c1ccccc1F)C(=O)N1CCCCCCC1 (configuration not stated)	-7	-2.4	6	6	-6	18	104	2	0	2
O=C(COC(=O)COc1ccc(Br)cc1)Nc1ccc2c(c1)OCCO2	8	-0.5	1	7	5	4	112	-2	2	-9
Cc1cccc(NC(=O)CNC(=O)Cc2ccc(S(=O)(=O)N3CCOCC3)s2)c1C	-2	-1.8	6	-1	2	12	94	3	0	1
O=C(CSc1nnc(-c2ccccc2)n1Cc1ccccc1)NNC(=O)c1ccccc1O	-11	1.9	1	19	0	-15	104	59*	-4	2
O=C(/C=C/c1ccc([N+](=O)[O-])cc1)N1CCN(c2ccccc2F)CC1	0	-2.8	-2	3	-5	-39	132	-4	3	-2
Cc1ccc(/C=N/NC(=O)C(c2ccncc2)N2CCOCC2)cc1 (configuration not stated)	-2	0.4	-7	5	-4	-18	98	1	2	-2
Cc1cc(N2C(=O)C(O)=C(C(=O)c3ccco3)C2c2ccc(O)cc2)no1 (configuration not stated)	4	-0.9	-1	5	-1	-7	100	-1	0	-5
CC1(C)CC(=O)C(C(=O)C2CCN(S(=O)(=O)c3ccccc3)CC2)C(=O)C1	-13	-1.4	11	-8	1	-11	96	8	1	7
Cc1ccc2c(C(=O)CN3CCSCC3)c(C)[nH]c2c1	-6	-0.3	3	-7	-5	3	97	0	-1	0
O=C(NCCCCc1ccccc1)NC[C@@H]1CC[C@@H](Cc2ccc(-c3ccccc3)cc2)O1	0	0.5	-3	10	1	-27	97	-13	-7	7
O=C(OCc1cccc(Cl)c1)c1cc([N+](=O)[O-])ccc1N1CCOCC1	-7	-5.0	-9	-9	3	9	99	-6	2	3
O=C(Nc1cccc(C(=O)N2CCN(c3ccc(F)cc3)CC2)c1)c1ccccc1	-12	-2.2	-4	1	2	8	101	-1	-1	-1
O=C(NCc1ccco1)c1nc2ncccn2n1	0	0.1	1	15	14	-19	108	4	1	4
CCC(C)NC(=O)CNC(=S)N(Cc1ccc(F)cc1)C1CCCCC1 (configuration not stated)	5	-1.0	2	-5	-5	11	98	-4	1	-4
O=C(O)c1ccc(OCC(F)(F)F)nc1	1	-1.8	8	7	-12	-9	100	-2	0	-6
CC1CCCC(C)N1CC(C)(C)NS(=O)(=O)c1ccc(Cl)cc1 (configuration not stated)	2	-1.7	-6	6	5	-12	93	-8	-1	-1
Cc1ccccc1OCc1n[nH]c(=S)n1-c1cccc(Cl)c1	-8	0.2	-10	11	-5	-36	102	1	1	-2
COC(=O)c1cc(=O)nc(NN=C2CCCCC2)s1	.	.	15	.	-13	.	102	0	1	0

Ordered by the number under ABHD5-PLIN5 inh (highest first): 3 from the list above
| compound | ABHD5-PLIN5 inh |
| --- | --- |
| CC1(C)CC(=O)C(C(=O)C2CCN(S(=O)(=O)c3ccccc3)CC2)C(=O)C1 | 11 |
| CC[N+](CC)(CC)CC(=O)Nc1c(C)cccc1C | 0 |
| O=C(NCCCCc1ccccc1)NC[C@@H]1CC[C@@H](Cc2ccc(-c3ccccc3)cc2)O1 | -3 |

More entries follow.
SMILES	TLR9-MyD88 inh	MC4R barr agon	ABHD5-PLIN5 inh	MC4R antag cAMP	NOD2-RIPK2 inh	NCOA2 inhibitor	ABCB6 inh 2	H9c2 protect	N-glyco inh	m5-HT2A agonist
Cc1ccc(-c2csc(NS(=O)(=O)c3cccc(F)c3)n2)o1	-17	-0.5	21	1	-16	-8	109	-10	1	3
O=S(=O)(Nc1ccc(F)cc1Cl)c1ccc(-c2cnc(C3CC3)o2)cc1	4	-1.8	-6	-10	15	26	112	-8	11	-1
CCCOc1ccc(Cc2c(COCC)[nH]c(=S)[nH]c2=O)cc1	.	0.7	-5	5	-2	9	94	2	1	-3
CCCCC(=O)N(C)c1c(CC)nc2c(OCC(=O)N3CCOCC3)cccn12	.	-0.8	2	0	-8	17	97	-1	4	0
Nc1nc(CSc2nc3ccccc3s2)nc(N2CCCCC2)n1	-3	-2.9	-7	-1	5	8	103	-22	-1	-4
O=C1CN(C(=O)COC(=O)COc2ccc3c(c2)CCC3)c2ccccc2N1	6	1.6	-1	-1	5	7	90	-5	2	1
C[C@@H]1CN([C@@H](C)CO)C(=O)Cc2cc(NC(=O)C3CCCCC3)ccc2O[C@H]1CN(C)S(=O)(=O)c1ccccc1	-3	-1.0	3	7	1	0	99	6	2	2
C/C(=N/NC(=O)CNC(=O)C(c1ccccc1)c1ccccc1)c1ccco1	0	-2.0	1	6	4	-11	99	2	-1	0
O=[N+]([O-])c1cccc(Cl)c1CSc1ccccn1	-1	0.8	-7	5	2	-10	98	-3	-1	0
O=C(O)C1CCN(Cc2cnn(-c3ccccc3)c2-n2cccc2)CC1	4	-1.1	-3	-6	-4	4	100	2	0	-4
CC(C)c1ccc(OCc2ccc(C(=O)N3CCN(c4ccccn4)CC3)cc2)cc1	1	1.4	7	1	6	-11	113	-18	1	-4
CC(C)CC(NS(=O)(=O)c1cccc(C(=O)O)c1)C(=O)O (configuration not stated)	1	0.5	-3	1	1	18	99	5	1	4
Cc1noc(NS(=O)(=O)c2ccc(NC(=O)Cc3ccc([N+](=O)[O-])cc3)cc2)c1C	-13	-2.7	5	21	-6	-7	101	4	2	2
Nc1ccc(-n2nc3ccccc3n2)cc1	-14	2.3	-2	9	-6	-18	101	-4	-3	1
CCOC(=O)C1(C)NC(c2ccccc2F)C2C(=O)N(CC)C(=O)C21 (configuration not stated)	-7	0.0	8	7	-8	-8	97	2	2	-2
O=C(Cn1c(=O)sc2ccccc21)Nc1nc2c(s1)CCCC2	10	1.2	7	-5	6	12	96	4	-4	-3
CCN(CC)c1ncnc2sc3c(c12)CCC3	-7	-2.2	0	-2	-8	14	92	-16	-8	-2
CCn1c(CSCc2ccc(C)cc2)nnc1SCC(=O)NCc1ccccc1	-8	-1.7	2	6	0	16	100	0	1	-4
C=CCn1c(SCC(=O)NC(C)(C)C)nnc1-c1ccccc1O	-6	-1.7	4	4	11	-7	108	1	1	0
O=C(NC1CCCc2ccccc21)c1cccnc1 (configuration not stated)	1	-1.2	-9	4	-6	-1	90	9	1	-1

The list is partial; the hit share may differ from the screen's.
